TRHR PAM = allosterically enhances the human TRH receptor; TRHR cells, fluo-8 calcium fluorescence, EC20 TRH enhancement; enhancement, % at 2 µM; AID 493056; actives 0.66% (n = 360,000); P34981; in the data active = enhancement above about 30%; note: 0% is about no effect
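Enhancer read-out: after compound pinning and an initial kinetic agonist-mode read, an EC20 of TRH (10 nM final) was injected and fluo-8 calcium signal (Ex 480/Em 530) followed at 1 s/cycle for 100 cycles in TRHR-expressing cells.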
D1 PAM = enhances dopamine response at the human D1 receptor; P21728; HEK293 TREx D1 cells, calcium flux, dopamine EC20 potentiation; potentiation, % at 10 µM; actives 0.036% (n = 360,000); in the data active = potentiation above about 30%; note: 0% is about no effect
Target sequence (P21728 whole entry, looked up): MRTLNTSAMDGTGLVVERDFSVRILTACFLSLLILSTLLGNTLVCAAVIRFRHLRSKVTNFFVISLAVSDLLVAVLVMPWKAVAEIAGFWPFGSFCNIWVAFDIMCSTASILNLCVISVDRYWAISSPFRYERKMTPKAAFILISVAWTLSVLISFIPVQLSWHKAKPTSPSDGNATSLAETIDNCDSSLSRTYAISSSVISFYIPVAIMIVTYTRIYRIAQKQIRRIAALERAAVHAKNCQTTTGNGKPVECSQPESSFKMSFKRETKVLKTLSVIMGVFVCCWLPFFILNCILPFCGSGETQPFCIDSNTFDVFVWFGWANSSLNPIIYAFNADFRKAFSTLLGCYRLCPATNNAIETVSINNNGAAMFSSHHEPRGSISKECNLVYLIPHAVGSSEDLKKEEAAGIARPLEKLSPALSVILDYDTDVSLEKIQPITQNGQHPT
D1 ag = human D1 receptor agonism | HEK293 T-REx D1 cells, calcium flux, agonist mode | activation, % at 2 µM | actives 1% (n = 360,000) | AID 504660; in the data active = activation above about 30%; note: 0% is about no effect
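Inducible HEK293 T-REx D1 cells, force-coupled to calcium signalling, were plated at 4000 cells/well with tetracycline and held overnight at 30 C. After no-wash calcium dye loading, compound-evoked calcium rise over 180 s flagged agonists.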
D1 antagonist = antagonists of human D1 dopamine receptor; AID 504652; HEK293 TREx D1 cells, calcium flux, dopamine EC80; hits give low values; activity change, negative = inhibition, % at 10 µM; actives 3.2% (n = 360,000); in the data active = activity change below about -30%; note: % is set by controls: 0 for no effect and ±100 for the full control effect
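Calcium flux readout: force-coupled, inducible Hek293 Trex D1 line, cells induced overnight at 30 C with tetracycline, dye-loaded 30–90 min at RT. Antagonism scored against EC80 dopamine challenge given 180 s after compound.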
RXFP1 agonist = agonists of human relaxin receptor RXFP1; Q9HBX9; HEK293T-RXFP1 cAMP TR-FRET, 30 min; response scale: percent of porcine relaxin response, buffer zero; Potency, µM (highest dose often 57.5 µM), for inactives: at the top dose activation, usual class: activators; actives 0.3% (n = 370,000); AID 2676; note: potency is the fitted concentration of half-maximal effect; % is set by controls: 0 for no effect and ±100 for the full control effect; nearly all actives have a fitted effect of over 60% in size; many of its hits are not listed in these tables
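Agonist response is measured as cAMP accumulation in an RXFP1-transfected HEK293T line under PDE4 inhibition. Values are scaled between buffer-only and 29 nM porcine relaxin, and EC50s come from standard Hill equation fits.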
RXFP1 antagonist = antagonists of human relaxin receptor RXFP1; activity change, negative = inhibition, % at 57.5 µM; actives 0.59% (n = 350,000); HEK293-RXFP1, relaxin-stimulated cAMP HTRF, 30 min; hits give low values; Q9HBX9; AID 1259400;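 active = activity change of -60% or lower, but not beyond a set lower limit; inconclusive = change between -60% and -40%, or beyond the set limit; inactive = change above -40%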; note: % is set by controls: 0 for no effect and ±100 for the full control effect
Anesthetic bind = binds horse apoferritin like a general anesthetic | Potency, µM (doses to about 77.5 µM), for inactives: at the top dose activity change, negative = displacement, actives largely listed as inhibitors | actives 0.074% (n = 350,000) | P02791 | apoferritin/1-aminoanthracene competitive binding, fluorescence; note: potency is the fitted concentration of half-maximal effect; % is set by controls: 0 for no effect and ±100 for the full control effect; nearly all actives have a fitted effect of over 20% in size
Target sequence (P02791 2-175 limits assumed): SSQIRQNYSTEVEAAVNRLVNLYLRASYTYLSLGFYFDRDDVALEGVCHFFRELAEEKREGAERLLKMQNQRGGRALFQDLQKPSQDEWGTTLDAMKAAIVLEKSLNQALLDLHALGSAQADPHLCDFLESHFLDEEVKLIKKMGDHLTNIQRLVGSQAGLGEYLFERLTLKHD
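Horse-spleen apoferritin (10 uM) was mixed with 50% saturated 1-aminoanthracene in PBS, exposed to compounds for 10 min at room temperature, and read for fluorescence (ex 380 nm, em 535 nm). Competitive displacement was fitted with a four-parameter Hill equation.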
TRHR ag = activates the human TRH receptor | P34981 | TRHR cells, calcium flux fluo-8, FDSS agonist mode | activation, % at 2 µM | actives 0.18% (n = 360,000) | AID 493084; in the data active = activation above about 30%; note: 0% is about no effect
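Steps: seed TRHR cells overnight; add fluo-8 no-wash Ca dye, RT 30 min–1.5 h; record 10 s baseline; pin-transfer compounds; monitor fluorescence 1 cycle/s for the agonist window. Calcium increases flag candidate agonists.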
D2 potentiator = positively modulates the human D2 dopamine receptor allosterically | actives 0.34% (n = 340,000) | P14416 | HEK293 T-REx D2, calcium flux, EC20 dopamine potentiation | AID 485347 | potentiation, % at 10 µM;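 active = potentiation over 3 SD above the plate norm, cut at about 30% in these data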; note: 0% is about no effect
Target sequence (P14416 whole entry, looked up): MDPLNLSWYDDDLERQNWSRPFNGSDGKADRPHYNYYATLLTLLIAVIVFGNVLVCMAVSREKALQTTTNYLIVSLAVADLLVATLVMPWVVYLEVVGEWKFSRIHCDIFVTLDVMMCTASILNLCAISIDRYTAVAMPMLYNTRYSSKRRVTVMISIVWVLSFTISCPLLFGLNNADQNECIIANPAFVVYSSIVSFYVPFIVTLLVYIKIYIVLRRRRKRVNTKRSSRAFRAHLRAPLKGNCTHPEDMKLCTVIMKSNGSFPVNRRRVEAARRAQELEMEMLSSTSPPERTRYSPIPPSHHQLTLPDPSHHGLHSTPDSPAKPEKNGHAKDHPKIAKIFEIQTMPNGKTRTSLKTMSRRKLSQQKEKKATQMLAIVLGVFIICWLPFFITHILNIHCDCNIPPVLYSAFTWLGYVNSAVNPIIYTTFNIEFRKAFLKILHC
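Potentiation of an EC20 dopamine calcium response measured kinetically over 180 s, after a preceding 180 s compound-only read flagging agonists. Cells: inducible Hek293 Trex D2 line, 4000/well, cultured overnight at 30 C before dye loading.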
Numbers without * were called inactive; ? = inconclusive; . = no result given; [ ] = another dose, or the depositor's remark. Unless noted, calls come from the whole dose curve; as a rule, active = well fitted curve in the direction sought with a large enough effect; inconclusive = small, poorly fitted or top-dose-only effect, or another doubt; inactive = no such curve, though single readings can be large; an effect the other way counts as inactive or inconclusive.

(1) CCn1c(SCC(=O)NCc2ccc3c(c2)OCO3)nc2c(c1=O)SCC2
(2) CC(=O)NC1C(=O)N=C(SC(C)C(=O)Nc2cccc(Cl)c2)NC1=O (stereo unspecified)
(3) NC(=O)CN1CCN(c2ccccc2F)CC1
(4) Cc1ccc(S(=O)(=O)N2CCN(C(=O)COC(=O)CC(C)c3ccccc3)CC2)c(C)c1 (stereo unspecified)
(5) O=C(COc1ccc(Cl)cc1)NCc1nnc(SCC(=O)Nc2ccccc2)o1
(6) O=C(CN1CCOCC1)N(c1ccccc1)c1ccc2ccccc2c1
(7) COc1ccc(C2(c3ccc(OC)cc3)NC(=O)N(CC(=O)Nc3ccc(C(=O)N(C)C)cc3)C2=O)cc1
(8) CCOc1ccc(C(=S)N2CCOCC2)cc1OCC

Screen / compound no.	1	2	3	4	5	6	7	8
TRHR PAM	-1	-4	7	-2	-3	-2	27	16
D1 PAM	-3	-5	7	1	2	-2	-2	0
D1 ag	5	0	1	15	-1	2	2	3
D1 antagonist	3	-9	-3	11	0	39	-2	1
RXFP1 agonist	-1.4%	-3.2%	0.4%	-0.9%	2.9%	1.3%	-0.5%	0.1%
RXFP1 antagonist	-11	0	6	-6	-3	-5	5	4
Anesthetic bind	-8%	-5%	-8%	.	1%	-16%	-11%	-9%
TRHR ag	1.9	-0.1	0.3	0.4	-0.1	-0.4	-1.1	0.2
D2 potentiator	24	9	-8	6	0	-7	5	-13

(9) Cc1cc(S(=O)(=O)Nc2ccc(C(=O)N3CC(C)OC(C)C3)cc2)ccc1F (stereo unspecified)
(10) COc1ccc(-c2cc(C(=O)Nc3ccc(S(=O)(=O)Nc4onc(C)c4C)cc3)c3ccccc3n2)cc1OC
(11) COc1ccc(NC(=O)c2nnn(CC(=O)Nc3cccc(C)c3C)c2N)c(OC)c1
(12) Cc1cccc(CC(=O)NCCn2c(C)cc3ccccc32)c1
(13) Cc1ccc(S(=O)(=O)NC(=O)Nc2ccc(C)cc2C)cc1
(14) COCCN(C(=O)CSc1ncccn1)c1c(N)n(Cc2ccccc2)c(=O)[nH]c1=O
(15) Cn1nc(C(=O)NCc2ccccc2CN2CCCC2)c2ccccc2c1=O
(16) Cn1c2c(c(=O)n(C)c1=O)CN(Cc1ccc3c(c1)OCO3)CN2

Screen / compound no.	9	10	11	12	13	14	15	16
TRHR PAM	4	-2	16	-13	-2	12	-7	3
D1 PAM	8	2	-3	0	-3	0	6	-2
D1 ag	0	3	0	3	6	2	0	0
D1 antagonist	-11	9	3	10	17	-2	-12	8
RXFP1 agonist	0.8%	-0.5%	2.1%	-3.0%	0.0%	-1.0%	0.8%	3.0%
RXFP1 antagonist	-10	1	2	-3	-1	-31	-4	-2
Anesthetic bind	.	3%	-4%	-5%	-17%	.	.	-5%
TRHR ag	-0.2	1.2	-0.3	2.2	1.1	-0.6	-0.4	0.7
D2 potentiator	10	-2	.	-15	5	28	-22	2

(17) CC(=O)Nc1ccc(S(=O)(=O)NCCOc2ccc(Cl)cc2C)cc1
(18) COc1ccc(N2CC(C(=O)N3CCN(C)CC3)CC2=O)cc1 (stereo unspecified)
(19) COc1ccc(NC(=O)NC(c2ccccc2)c2ccccc2)c(OC)c1
(20) COc1cc(/C=C2/C(=N)N3N=C(C)SC3=NC2=O)ccc1OS(=O)(=O)c1ccc(C)cc1
(21) CCN(CC)S(=O)(=O)c1ccc(N2CCCC2)c(NC(=O)C2CCCCC2)c1
(22) Cc1ccc(C(=O)NC2c3ccccc3-c3ccccc32)cc1
(23) O=C(COC(=O)c1ccc(S(=O)(=O)N2CCCC2)cc1)NCc1ccccc1
(24) O=C(O)c1ccccc1Nc1ccccc1

Screen / compound no.	17	18	19	20	21	22	23	24
TRHR PAM	12	1	-1	-7	-5	2	5	2
D1 PAM	2	0	-2	-4	-2	5	0	-5
D1 ag	6	1	-1	5	0	1	3	-2
D1 antagonist	-14	13	-8	-5	4	-3	-3	-6
RXFP1 agonist	-2.7%	1.8%	1.2%	-0.3%	2.9%	0.5%	0.2%	-1.0%
RXFP1 antagonist	-14	-21	-3	-30	5	.	-4	.
Anesthetic bind	-12%	-1%	-3%	6%	7%	2%	-13%	.
TRHR ag	0.7	0.3	0.0	-1.0	2.5	0.2	0.3	-0.1
D2 potentiator	8	0	.	-10	-6	0	-9	-3

Of the compounds above, these have a halogen.
(2) CC(=O)NC1C(=O)N=C(SC(C)C(=O)Nc2cccc(Cl)c2)NC1=O (stereo unspecified)
(3) NC(=O)CN1CCN(c2ccccc2F)CC1
(5) O=C(COc1ccc(Cl)cc1)NCc1nnc(SCC(=O)Nc2ccccc2)o1
(9) Cc1cc(S(=O)(=O)Nc2ccc(C(=O)N3CC(C)OC(C)C3)cc2)ccc1F (stereo unspecified)
(17) CC(=O)Nc1ccc(S(=O)(=O)NCCOc2ccc(Cl)cc2C)cc1

Screen / compound no.	2	3	5	9	17
TRHR PAM	-4	7	-3	4	12
D1 PAM	-5	7	2	8	2
D1 ag	0	1	-1	0	6
D1 antagonist	-9	-3	0	-11	-14
RXFP1 agonist	-3.2%	0.4%	2.9%	0.8%	-2.7%
RXFP1 antagonist	0	6	-3	-10	-14
Anesthetic bind	-5%	-8%	1%	.	-12%
TRHR ag	-0.1	0.3	-0.1	-0.2	0.7
D2 potentiator	9	-8	0	10	8

Continued:
(25) Cc1ccccc1SCC(=O)NNC(=O)c1ccncc1
(26) O=Nc1onc(-c2ccc([N+](=O)[O-])cc2)c1NO
(27) O=[N+]([O-])c1ccc(C(=S)N2CCN(c3ccc(F)cc3)CC2)cc1
(28) Cc1c(Cl)cccc1NC(=S)N1CCCN(Cc2ccc(F)cc2)C1
(29) Cn1c(Cl)c(C(=O)Nc2ccccc2)c2ccccc21
(30) C=CCn1c(CNS(=O)(=O)c2ccc(F)cc2)n[nH]c1=S
(31) CCCCOc1ccc(C(O)(CCC)CCN2CCOCC2)cc1 (stereo unspecified)
(32) Cc1ccc(-c2nc(CS(=O)CC(=O)NC3CC3)c(C)o2)cc1 (stereo unspecified)

Screen / compound no.	25	26	27	28	29	30	31	32
TRHR PAM	-3	-4	-2	3	13	7	5	3
D1 PAM	.	-2	4	0	3	2	-2	3
D1 ag	6	4	0	2	0	2	10	0
D1 antagonist	-7	-8	-33*	-6	6	15	6	12
RXFP1 agonist	2.1%	-3.4%	-1.2%	-2.4%	0.8%	-0.3%	2.5%	0.7%
RXFP1 antagonist	7	-23	5	-17	5	-3	-19	0
Anesthetic bind	.	-10%	-14%	6%	-20%	-3%	5%	-5%
TRHR ag	0.2	-0.2	-0.1	1.3	-0.7	0.6	0.5	-0.2
D2 potentiator	1	-2	-3	.	-9	18	-1	6

(33) COc1ccc2ccccc2c1CNC(=O)CC1C(=O)NCCN1CC(C)(C)C (stereo unspecified)
(34) O=S(=O)(c1ccc(S(=O)(=O)N2CCN(Cc3ccccc3)CC2)cc1)N1CCOCC1
(35) Cc1ccccc1NC(=O)c1cccc(S(=O)(=O)N2CCOCC2)c1
(36) CC(C)(C)OC(=O)NNC(=S)NC1CCCCC1
(37) COCc1cc(C)nc(SCC(=O)Nc2cc3c(cc2C#N)OCO3)c1C#N
(38) O=C(NC1CCCC1)c1cc2ccccc2o1
(39) CC1=CC(C)(C)N2C(=O)C3(SCC(=O)N3c3ccc(O)cc3)c3cc(C)cc1c32 (stereo unspecified)
(40) Cc1ccc2c(c1)nnn2C1CCN(S(=O)(=O)c2ccc(C(=O)N(C)C3CCCCC3)cc2)CC1

Screen / compound no.	33	34	35	36	37	38	39	40
TRHR PAM	-3	7	-2	-3	-3	-1	2	-4
D1 PAM	-3	1	-1	2	-2	9	9	-2
D1 ag	1	1	-2	1	7	3	7	1
D1 antagonist	14	4	-4	.	-9	21	42	-3
RXFP1 agonist	5.8%	1.2%	-0.2%	0.7%	24%	-2.2%	1.1%	1.2%
RXFP1 antagonist	-3	.	-6	?	17	0	-7	0
Anesthetic bind	-14%	-8%	-7%	-10%	-4%	-4%	-12%	-10%
TRHR ag	0.6	0.0	0.6	0.0	0.4	-0.7	0.4	-0.3
D2 potentiator	.	8	-10	4	8	5	-4	-9

(41) CN=c1scc(-c2ccccc2F)n1/N=C/c1ccc(O)c(O)c1O
(42) CCOc1ccc(-c2nnc(Nc3ccc(OC)c(C(=O)N4CCCCC4)c3)c3ccccc23)cc1
(43) COc1ccc(-n2nc(C(=O)NCC(=O)NCCCN3CCOCC3)c3ccccc3c2=O)cc1Cl
(44) Cc1ccc(C(=O)N(C)c2ccc(OCC(=O)N3c4ccc(C)cc4C4CN(C)CCC43)cc2)cc1 (stereo unspecified)
(45) O=C(c1ccc([N+](=O)[O-])o1)N1CCN(c2nc3c(Cl)cccc3s2)CC1
(46) O=C(Nc1nc(-c2ccncc2)cs1)c1ccc(S(=O)(=O)N2CCOCC2)cc1
(47) CCOC(=O)[C@@H]1[C@H]2COc3ccccc3[C@@H]2N2C(=O)N(c3ccccc3)C(=O)[C@]12C
(48) O=C(NCCC(=O)N1CCN(S(=O)(=O)c2ccccc2F)CC1)Nc1ccccc1

Screen / compound no.	41	42	43	44	45	46	47	48
TRHR PAM	0	4	-4	12	-8	-3	1	2
D1 PAM	-10	-7	-3	1	-9	-5	-5	1
D1 ag	19	-1	0	1	3	6	0	2
D1 antagonist	-41*	26	-3	-2	-34*	-14	-2	-5
RXFP1 agonist	-2.6%	0.5%	?	-0.2%	1.3%	5.5%	1.7%	1.9%
RXFP1 antagonist	-65*	1	17	7	-4	-10	.	1
Anesthetic bind	-14%	-10%	-6%	-13%	.	?	-5%	.
TRHR ag	-0.8	-0.5	0.2	-0.3	-0.2	0.1	-0.3	-0.1
D2 potentiator	2	7	-2	-13	2	17	4	19

(49) Cc1ccc(NC(=O)CN2C(=O)S/C(=C\c3cc(C)n(-c4cccc(C(=O)O)c4)c3C)C2=O)cc1
(50) O=C(CNC(=S)N(Cc1ccccc1)Cc1ccccc1F)NCCc1ccccc1
(51) CC(=O)c1cnc(Nc2ccccc2)s1
(52) COC(=O)C1CCN(S(=O)(=O)c2ccc(Br)s2)CC1
(53) Cn1c(N)c(C(=O)COC(=O)C2CCC(C(C)(C)C)CC2)c(=O)n(C)c1=O (stereo unspecified)

Screen / compound no.	49	50	51	52	53
TRHR PAM	4	4	-3	1	-4
D1 PAM	15	-5	2	-8	4
D1 ag	-1	12	-1	1	1
D1 antagonist	11	-17	-7	-19	16
RXFP1 agonist	-0.2%	-0.9%	-0.4%	-1.1%	7.4%
RXFP1 antagonist	-10	-15	-9	-2	1
Anesthetic bind	-21%	39%[activator]	-6%	.	?
TRHR ag	-1.1	2.0	0.0	-0.2	0.3
D2 potentiator	3	.	1	-6	1

Some of the compounds tested; the hit share may differ from the screen's.
